From PubChem
miR-122 sensor = blocks miR-122 activity in Huh7 sensor cells. Huh7 miR-122 Renilla luciferase sensor, 48 h; neutral wells = 0, positive control = 100. activation (reporter increase), % at 12.5 µM. 340,000 tested, 0.3% active. AID 602342;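 active = mean replicate activation score at least 90 and every replicate individually at or above 90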;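 also: higher luciferase means less miR-122 activity so hits act as miR-122 inhibitors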
SIRT5 block = sirtuin-5 (human) deacylase inhibition. Q9NXA8. Purified SirT5, succinyl-peptide AMC, trypsin-coupled fluorescence. inhibition, % at 15 µM. 330,000 tested, 1.1% active; in the data active = inhibition above about 15%
Target sequence (Q9NXA8 whole entry, looked up): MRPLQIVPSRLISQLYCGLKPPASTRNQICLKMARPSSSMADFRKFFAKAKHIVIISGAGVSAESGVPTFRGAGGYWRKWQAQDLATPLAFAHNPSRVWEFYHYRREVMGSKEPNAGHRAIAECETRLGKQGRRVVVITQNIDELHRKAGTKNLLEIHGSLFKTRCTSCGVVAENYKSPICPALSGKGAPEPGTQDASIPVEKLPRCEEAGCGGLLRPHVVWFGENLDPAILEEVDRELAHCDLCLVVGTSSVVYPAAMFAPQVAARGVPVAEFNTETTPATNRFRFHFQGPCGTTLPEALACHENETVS
ARNT-TACC3 inh = disrupts binding between human ARNT and TACC3 | AlphaScreen His-ARNT PAS-B/GST-TACC3 binding, luminescence; TACC3 fragment carries E629A point mutation | inhibition, % at 9.99 µM | 390,000 tested, 0.66% active;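 active = mean inhibition of replicates at least 50% and at least half of replicates each reaching 50%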;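 also: 0% = complete ARNT plus TACC3 wells and 100% = ARNT alone without TACC3; many hits fall short of the cut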
C2C12 statin = suppressors of simvastatin-induced myotoxicity in C2C12 myotubes. ATP luminescence, 48 h; scaled: DMSO 0, geranylgeraniol control 100. rescue of ATP level, % at 7.49 µM. 330,000 tested, 0.78% active. AID 602340;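 active = mean ATP rescue above about 67%, or every replicate alone reaching that limit, limit read from the data, passing the limit was not always enough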;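 also: myotubes were challenged with 10 µM simvastatin during compound exposure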
ERp5 block = blocks human ERp5 reductase activity on insulin | Q15084 | ERp5 insulin aggregation, absorbance 650 nm, 90 min | inhibition, % at 9.99 µM | 350,000 tested, 0.05% active;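 active = mean replicate inhibition above about 25%, with every replicate also reaching it, limit read from the data, passing the limit was not always enough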
Target sequence (Q15084 whole entry, looked up): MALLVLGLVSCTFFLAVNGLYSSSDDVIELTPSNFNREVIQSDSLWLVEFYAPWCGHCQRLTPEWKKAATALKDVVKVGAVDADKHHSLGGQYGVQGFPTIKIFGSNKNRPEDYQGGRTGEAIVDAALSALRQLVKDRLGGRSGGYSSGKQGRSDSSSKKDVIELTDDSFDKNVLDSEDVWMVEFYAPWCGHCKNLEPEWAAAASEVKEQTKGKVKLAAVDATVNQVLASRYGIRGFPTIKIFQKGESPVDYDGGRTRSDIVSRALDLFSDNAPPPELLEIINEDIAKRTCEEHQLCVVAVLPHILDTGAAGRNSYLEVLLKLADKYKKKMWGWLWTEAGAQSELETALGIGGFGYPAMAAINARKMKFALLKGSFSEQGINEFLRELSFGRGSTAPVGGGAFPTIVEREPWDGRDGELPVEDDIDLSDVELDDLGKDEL
Cneo AK release = causes C. neoformans cell lysis. adenylate kinase release luminescence, 4 h; normalised: neutral wells 0, clomiphene wells 100. lysis activity, % at 15 µM. 360,000 tested, 0.2% active;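 active = mean lysis activity across replicates of at least 80%, whatever share of replicates individually reach that level; inactive = mean lysis activity below 80%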
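Test system: log-phase Cryptococcus neoformans yeast cells; Quantity: yeast cell density of 5 × 10^6 cells/mL; Buffer or medium: YPD; Doses: single compound concentration per well; Timing: 4 h at 37 °C static, read 1 h later; Measured by: AK luminescence; Read-out basis: lysis from increased AK signal; Control set: Clomiphene as positive control.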
esBAF inh = SWI/SNF esBAF complex inhibition; AID 602393; mouse ES cells, Bmi1-luciferase knock-in reporter, 24 h; 100% = twice the neutral-well signal; reporter increase, % at 12.5 µM; 350,000 tested, 2% active; in the data active = activation above about 40%;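 also: 0% = median of the plate's neutral control wells and 100% = double that signal; a rise in the Bmi1 reporter signal indicates esBAF inhibition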
* marks the source's active call; other numbers are inactive results; / = no result given; [ ] = dose if it differs, or a comment.

SMILES	miR-122 sensor	SIRT5 block	ARNT-TACC3 inh	C2C12 statin	ERp5 block	Cneo AK release	esBAF inh
Cc1ccc(S(=O)(=O)N2CCN(C(=O)CCn3cncn3)CC2)cc1	3	-1	-7	8	2	4	-4
COc1ccc2cc(-c3[nH]ncc3CN3CCCN(c4ccccc4)CC3)ccc2c1	/	-1	6	/	5	/	/
COc1ccc(CNC(=O)c2cnc3n(c2=O)CCS3)cc1	4	/	2	-12	0	-9	-5
C[C@@H]1CCCCO[C@H](CN(C)C(=O)C2CCCCC2)[C@H](C)CN([C@@H](C)CO)C(=O)c2cc(NS(=O)(=O)c3ccccc3)ccc2O1	-8[16.7 µM]	6	4	57	-2	1	15
O=C(O)/C=C/C(=O)Nc1ccc(NC(=O)c2ccccc2)c(Cl)c1	-6	-1	-20	/	4	/	/
COc1ccc(-n2nnnc2/C(=C/N(C)C)C(=O)c2ccccc2)cc1	3	-3	-2	0	3	2	-8
CCn1c(=O)c([N+](=O)[O-])c(N2CCSCC2)c2ccccc21	-8	-1	2	-8	-5	-2	-13
COCCNC(=O)CSc1nc2ccccc2c(=O)n1-c1cccc(OC)c1	4	/	2	5	/	/	-6
CC1CCN(S(=O)(=O)c2ccc(S(=O)(=O)NCc3ccco3)cc2)CC1	21	/	-3	37	/	0	-3
COc1ccc(CNC(=O)C(C#N)c2nc3ccccc3nc2N2CCCC2)cc1 (stereo unspecified)	-7	/	-9	17	/	-3	2
Nc1ccccc1Nc1cc(-c2ccccc2)[nH]n1	6	-3	31	-7	-1	-4	9
COc1ccc(-c2noc(=O)n2Cc2cc(C)ccc2C)cc1	/	-3	6	/	2	/	/
COc1cc(/C=C/c2nc(N)nc(-c3ccccc3O)n2)cc(OC)c1OC	-3	/	0	-9	/	/	-2
COc1cc(N(C(C)=O)c2ccc(O)c(C(=O)O)c2)c2ncccc2c1	-3	2	/	0	-11	9	1
CC(C)CNC(=S)Nc1ccc(F)cc1	/	-1	-2	/	0	/	/
Cn1c(=O)[nH]c(=O)c2[nH]c(CO)nc21	/	0	4	0	4	11	-1
Clc1ccc(Nc2nc3cccnc3s2)cc1	/	1	0	/	3	/	/
CC1CCCCN1C(=O)COC(=O)C1CCN(S(=O)(=O)c2ccc3c(c2)OCCO3)CC1 (stereo unspecified)	/	-2	-2	-9	0	/	-3
C=CCn1c(-c2ccccc2)cc(SC)c(C#N)c1=O	-15	-4	0	-3	1	-2	-15
C[C@H](CO)N1C[C@H](C)[C@@H](CN(C)CC2CCOCC2)Oc2cc(C#C[C@@H](C)O)ccc2S1(=O)=O	20[16.7 µM]	0	1	-27	10	4	-6
COC(=O)C1=C(C)N(Cc2ccccc2)C(=NCc2cc(OC)c(OC)c(OC)c2)N[C@H]1c1ccc(Br)cc1	-2	/	6	-11	/	2	-4
CC(C)(C)S(=O)N1Cc2cc(C(=O)NCCCN3CCOCC3)nc(-c3cccc(-c4cc5ccccc5o4)c3)c2[C@@H]1CCO (stereo partly specified)	3	-2	/	11	9	1	-8
CCS(=O)(=O)NCc1cn2c(C)csc2n1	-1	/	8	1	/	/	7
CC(C)c1ccc(NC(=S)NC2CC3C=CC2C3)cc1 (stereo unspecified)	/	-3	0	/	-1	/	/
O=C(N/N=C/c1cc(O)ccc1[N+](=O)[O-])c1ccc2c(c1)OCCO2	-18	6	12	5	-1	-1	24
CC1CC(C)CN(C(C(=O)NC2CCCCC2)c2ccnc3ccccc23)C1 (stereo unspecified)	3	4	/	-5	8	-7	-1
CCCCOC(=O)Nc1ccc(N2CCCCC2)cc1	5	/	8	-4	/	-2	8
O=C1c2cccc3cccc(c23)C(=O)N1CC1CCN(S(=O)(=O)c2ccccc2)CC1	-2	-6	-2	/	4	1	/
C[C@@H]1CN([C@H](C)CO)C(=O)c2cc(-c3ccccc3F)cnc2O[C@@H]1CN(C)C(=O)C1CCCCC1	3[16.7 µM]	3	11	19	-1	5	-10
Cc1ccc(S(=O)(=O)N/N=C\c2ccc3c(c2)OCO3)cc1	28	6	-4	-2	5	-2	12
Cc1cc(NC(=O)CN2C(=O)NC(C)(c3ccccc3Cl)C2=O)no1 (stereo unspecified)	-1	-5	-11	2	1	0	-9
Fc1ccccc1COc1ccc2ccccc2c1CNc1nn[nH]n1	4	0	2	-31	0	-3	6
C=CCNC(=O)CSc1nnc(-c2ccncc2)n1CCc1ccccc1	1	/	24	-11	/	0	-4
Cc1ccccc1N1CCN(C2CCCN(C(=O)CCC(=O)N(C)C)C2)CC1 (stereo unspecified)	-6	10	3	0	2	5	3
C[C@H]1CN([C@@H](C)CO)C(=O)Cc2cc(NC(=O)Nc3ccc(C(F)(F)F)cc3)ccc2O[C@H]1CN(C)S(=O)(=O)c1cn(C)cn1	7[16.7 µM]	1	/	-192	3	0	-1
CCCCn1c(N)c(N(CCOC)C(=O)CCCc2cccs2)c(=O)[nH]c1=O	/	-3	-2	17	3	/	1
O=C(CN(Cc1ccco1)C(=O)CNS(=O)(=O)c1ccc(F)cc1)NCCc1ccccc1	-5	/	-8	11	/	3	-3
CN(c1ccccc1)S(=O)(=O)c1cccc(NC(=O)c2ccncc2)c1	/	-2	5	/	-9	/	/
CCN(CC)CCCNc1cc(C)nc2cc(-c3cccs3)nn12	/	-2	-2	/	-1	/	/
CCOC(=O)CON1C(=O)c2ccccc2C1=O	22	/	-2	/	/	1	/

One compound at a time, from the list above. Order of screens: miR-122 sensor | SIRT5 block | ARNT-TACC3 inh | C2C12 statin | ERp5 block | Cneo AK release | esBAF inh
Fc1ccccc1COc1ccc2ccccc2c1CNc1nn[nH]n1 is listed with 4 | 0 | 2 | -31 | 0 | -3 | 6
CCOC(=O)CON1C(=O)c2ccccc2C1=O is listed with 22 | / | -2 | / | / | 1 | /

Of the compounds above, 2 have a cyano group:
SMILES	miR-122 sensor	SIRT5 block	ARNT-TACC3 inh	C2C12 statin	ERp5 block	Cneo AK release	esBAF inh
COc1ccc(CNC(=O)C(C#N)c2nc3ccccc3nc2N2CCCC2)cc1 (stereo unspecified)	-7	/	-9	17	/	-3	2
C=CCn1c(-c2ccccc2)cc(SC)c(C#N)c1=O	-15	-4	0	-3	1	-2	-15

More structures
SMILES	miR-122 sensor	SIRT5 block	ARNT-TACC3 inh	C2C12 statin	ERp5 block	Cneo AK release	esBAF inh
Cc1csc(NC(=O)c2cc(=O)[nH]c3ccccc23)n1	5	-11	6	-16	2	-2	-2
Cc1ccc(S(=O)(=O)N2CCCCC2)cc1NC(=O)COC(=O)c1cccn1C	-10	-1	5	3	0	-1	9
COc1ccc(N2CCN(S(=O)(=O)CCNC(=O)c3ccc(Br)o3)CC2)cc1	-3	-8	-12	-2	-3	1	-6
COc1ccc(NC(=O)CSc2nnc(C)c(=O)n2N)cc1	0	-2	-1	5	4	1	4
N#C/C(=C/c1ccc(F)cc1)C(N)=S	/	0	0	/	1	/	/
CCCCCNC(=O)Cn1c(=O)c2c(ncn2CC(C)C)n(Cc2ccccc2)c1=O	-2	3	4	11	-4	-3	3
CCOc1cc(/C=C2\C(=O)N(Cc3ccco3)C(C)=C2C(=O)OC)ccc1O	/	0	-6	/	-9	/	/
Cn1c(=O)c2sccc2n(Cc2ccccc2)c1=O	-2	0	-8	12	2	-4	-6
Cc1cc(C)c(NC(=O)c2ccccc2CCc2ccccc2)c(C)c1	5	/	-13	-24	/	-3	1
CCC(Sc1nc2ncccc2[nH]1)C(=O)NC1CCC(C)CC1 (stereo unspecified)	2	5	-3	-10	0	-3	-1
C[C@@H]1CN([C@H](C)CO)C(=O)c2cc(NC(=O)Nc3ccc4c(c3)OCO4)ccc2O[C@H]1CN(C)Cc1ccc2c(c1)OCO2	4[16.7 µM]	-4	13	-18	-1	1	2
O=[N+]([O-])c1ccc(COc2ccc(CN3CCOCC3)cc2)cc1	8	/	-5	10	-9	-1	15
CCc1nc2ccc(C(=O)NC3CCN(Cc4ccccc4)CC3)cn2c1N(CC)Cc1cccc(Br)c1	-12	/	/	-52	8	2	-5
Cn1c(NCCOc2ccccc2)nc2cc(-c3ccc(F)cc3)sc2c1=O	-4	/	/	-10	-2	-2	3
Cc1c(/C=C2\NC(=O)NC2=O)c2ccccc2n1C	4	2	5	7	3	1	-12
COC(=O)C(CC(=O)CNC(=O)c1ccccc1)NC(=O)c1ccccc1 (stereo unspecified)	-3	-4	-5	-3	3	-2	-4
COc1ccc(-n2c(C)nc3cc(C(=O)O)ccc32)cc1	-4	/	21	7	/	0	-2
Cn1c(N)c(C(=O)c2cc(-c3ccccc3)nc3ccccc23)c(=O)n(C)c1=O	1	/	-13	16	/	6	34
Cc1nc(C)n(CC(C)C(=O)N2CCN(S(=O)(=O)c3ccccc3)CC2)n1 (stereo unspecified)	3	-8	1	-8	9	/	4
Cc1cc(C)c2c(N)c(C(=O)C(C)(C)C)sc2n1	12	-2	-5	/	0	2	/

Of the compounds above, these contain two or more sulfur atoms:
SMILES	miR-122 sensor	SIRT5 block	ARNT-TACC3 inh	C2C12 statin	ERp5 block	Cneo AK release	esBAF inh
CC1CCN(S(=O)(=O)c2ccc(S(=O)(=O)NCc3ccco3)cc2)CC1	21	/	-3	37	/	0	-3
CCS(=O)(=O)NCc1cn2c(C)csc2n1	-1	/	8	1	/	/	7

The listing continues.
SMILES	miR-122 sensor	SIRT5 block	ARNT-TACC3 inh	C2C12 statin	ERp5 block	Cneo AK release	esBAF inh
O=S(=O)(NCCc1ccccc1)c1cccc2nsnc12	59	-2	-5	2	-1	-2	1
Cn1c(Cn2c3ccccc3c3ccccc32)n[nH]c1=S	-2	1	-8	21	0	-3	-5
O=C1NC(=O)/C(=C\c2ccc(Cl)nc2)S1	/	4	-4	/	1	/	/
CC(C)C[C@H](NC(=O)C1(c2ccccc2)CCN(C(=O)[C@H]2CSCN2C(=O)OC(C)(C)C)CC1)C(=O)O	-9	-4	-1	/	3	-1	/
CCn1c2ccccc2c2nnc(SCCN3CCOCC3)nc21	-4	0	5	-8	3	0	-4
Cc1cccc(NC(=S)NC2CC3CCCC(C2)N3Cc2ccco2)c1 (stereo unspecified)	/	1	0	/	0	/	/
CCOCC(=O)Nc1cccc(-c2nc3cccnc3s2)c1C	/	-8	-2	-4	2	1	15
CN(C(=O)COC(=O)C1COc2ccccc2O1)c1c(N)n(Cc2ccccc2)c(=O)[nH]c1=O (stereo unspecified)	/	-4	-4	/	4	/	/
CC(=O)N1[C@H](CO)[C@@H]2c3ccccc3N(S(=O)(=O)c3ccccc3)C[C@@H]21	4[16.7 µM]	-3	-7	2	-1	5	5
Cn1c(SCC(=O)NNC(=O)Nc2ccccc2)nnc1-c1ccccc1	-12	-4	-2	0	4	0	0
COc1ccc(S(=O)(=O)N2CCCCC2)cc1NC(=O)CNc1ccccc1N1CCCC1=O	-4	3	3	5	7	0	14
C[C@H](CO)N1C[C@H](C)[C@H](CN(C)C(=O)Cc2ccccc2)OCCCC[C@H](C)Oc2ccc(NS(=O)(=O)c3cccs3)cc2C1=O	-2[16.7 µM]	0	14	/	0	-1	15
O=C(CSc1nnc2ccc(-c3ccccn3)nn12)Nc1ccc(F)cc1F	/	-3	-2	/	-2	/	/
C[C@H]1CN([C@@H](C)CO)C(=O)c2cc(NC(=O)C3CC3)ccc2O[C@@H]1CN(C)Cc1ccncc1	0[16.7 µM]	/	/	-44	10	-1	-6
N#CCCN(C(=O)CN1CCN(S(=O)(=O)c2ccc(Cl)s2)CC1)c1ccc(F)cc1	0	0	-4	2	1	-2	8
CN(C)S(=O)(=O)c1cccc(NC(=O)COc2ccccc2C(=O)NCc2ccccc2)c1	-10	-10	-9	-2	1	1	-1
CCCN(CC(=O)Nc1ccc(C(N)=O)cc1)CC(=O)Nc1ccc(F)c(F)c1F	11	-1	-5	-6	3	0	2
C[C@H]1CCCCO[C@@H](CN(C)Cc2ccc3c(c2)OCO3)[C@@H](C)CN([C@@H](C)CO)C(=O)c2cc(N(C)C)ccc2O1	1[16.7 µM]	-6	8	-19	-2	0	3
Cc1noc(C)c1S(=O)(=O)Nc1ccc2c(c1)CC(=O)N([C@H](C)CO)C[C@H](C)[C@@H](CN(C)S(=O)(=O)c1cn(C)cn1)O2	-7[16.7 µM]	0	8	-11	5	110*	-4
Cc1cccc(C(=O)O[C@@H]2[C@H](Cc3ccccc3)NS(=O)(=O)[C@H]3C[C@@H]4C=C[C@]23O4)c1	0	0	/	-10	-8	-1	-2
